Glioma ERSR ind: induces the endoplasmic reticulum stress response in human glioma cells. U87-MG GRP78 promoter luciferase reporter, 16 h. Potency, µM, without a hit: at the top dose activation, most hits filed as activators. 420,000 tested, 0.02% active; also: potency is read from the fitted curve at half-maximal effect; series mostly up to about 76 µM; % of control where 0% means no effect; nearly all actives have a fitted effect of over 35% in size
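Stably transfected U87-MG glioma cells carrying a GRP78-based luciferase sensor; 16 h compound incubation. Luminescence end-point read 10 min after Bright-Glo addition at room temperature.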
12-LOX inh: ALOX12 (human) lipoxygenase inhibition; P18054; purified 12hLO, xylenol orange hydroperoxide absorbance; Potency, µM (highest dose often 108 µM), without a hit: at the top dose activity change, negative = inhibition, usual class: inhibitors; 580,000 tested, 1.1% active; also: potency is read from the fitted curve at half-maximal effect; % is scaled to controls: 0 for no effect and ±100 for the full control effect
Target sequence (P18054 whole entry, looked up): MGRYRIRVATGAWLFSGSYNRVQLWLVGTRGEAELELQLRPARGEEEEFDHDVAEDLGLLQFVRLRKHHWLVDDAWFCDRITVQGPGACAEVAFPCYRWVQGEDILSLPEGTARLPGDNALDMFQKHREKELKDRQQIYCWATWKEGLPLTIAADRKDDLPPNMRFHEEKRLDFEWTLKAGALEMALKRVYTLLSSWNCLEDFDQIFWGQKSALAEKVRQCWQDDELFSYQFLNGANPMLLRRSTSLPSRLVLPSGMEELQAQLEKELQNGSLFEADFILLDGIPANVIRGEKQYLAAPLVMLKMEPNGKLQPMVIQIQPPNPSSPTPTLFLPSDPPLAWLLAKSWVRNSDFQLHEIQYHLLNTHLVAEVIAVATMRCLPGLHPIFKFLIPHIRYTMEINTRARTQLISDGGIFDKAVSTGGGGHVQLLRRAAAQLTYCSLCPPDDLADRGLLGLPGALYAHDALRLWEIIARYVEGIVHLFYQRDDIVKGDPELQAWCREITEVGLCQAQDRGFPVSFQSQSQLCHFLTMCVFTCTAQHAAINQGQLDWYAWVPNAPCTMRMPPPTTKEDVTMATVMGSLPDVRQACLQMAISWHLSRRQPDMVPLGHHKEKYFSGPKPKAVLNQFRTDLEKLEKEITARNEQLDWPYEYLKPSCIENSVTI
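Purified human 12hLO at 150 nM in 25 mM Hepes, 0.01% Triton X-100, pH 7.0, preincubated 15 min at room temperature with compound. Reaction started with 40 uM arachidonic acid, 30 min at room temperature. Hydroperoxide measured by Fe-xylenol orange, 573/405 nm absorbance ratio.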
Vif-APOBEC3G blk: Vif-A3G binding inhibition. Potency, µM (doses to about 46.1 µM), for inactives: top-dose activity, negative = active, usual class: inhibitors. HeLa A3G-eYFP + Vif (tagged APOBEC3G with the HIV-1 protein that degrades it), YFP fluorescence, overnight. AID 602310. 410,000 tested, 0.076% active. Q9HC16;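 also: potency is read from the fitted curve at half-maximal effect; % is scaled to controls: 0 for no effect and ±100 for the full control effect; nearly all actives have a fitted effect of over 60% in size; hits raise eYFP signal because A3G escapes Vif-driven loss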
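HeLa cells stably expressing Vif and C-terminally eYFP-tagged A3G, seeded overnight at 37 deg C, then exposed to compound by pintool overnight at 37 deg C. Rise in yellow fluorescence (Ex 488/Em 500-530, Acumen) marks blocked Vif-driven A3G degradation.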
Vif-A3F inh: Vif-A3F binding inhibition; HeLa A3F-eYFP + Vif (tagged APOBEC3F with the HIV-1 protein that degrades it), YFP fluorescence increase; Potency, µM (top dose mostly 46.1 µM), inactives show at the highest dose activity, negative = active; 390,000 tested, 0.2% active; AID 602313; also: potency is read from the fitted curve at half-maximal effect; % of control where 0% means no effect; nearly all actives have a fitted effect of over 65% in size
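Fluorescence increase (Ex 488/Em 500-530) after overnight compound treatment at 37 deg C flags inhibition of Vif-driven A3F-eYFP loss in stable HeLa A3F-eYFP/Vif cells seeded overnight beforehand.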
RGS4 inhibitor: inhibitors of human regulator of G protein signaling 4 | AID 504845 | Transcreener GDP fluorescence polarization, RGS4-accelerated GTP hydrolysis | 390,000 tested, 0.039% active | Potency, µM (titrated, usually from 114 µM), inactives show top-dose activity change, negative = inhibition, most hits filed as inhibitors; also: potency is read from the fitted curve at half-maximal effect; % is scaled to controls: 0 for no effect and ±100 for the full control effect; nearly all actives have a fitted effect of over 75% in size; some results filed as inactive show a strong effect at the top dose
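MLSMR compounds (23 nl, pin-transferred) preincubated 10 min at room temperature with a 500nM (2x) first reagent, then RGS4 at 900nM (2x) plus Transcreener GDP mix added; fluorescence polarization (620/688 nm) read before and after 90 min at 30 °C.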
D2 antagonist: antagonists of human D2 dopamine receptor; P14416; HEK293 TREx D2 cells, calcium flux, dopamine EC80; inhibition, % at 10 µM; 340,000 tested, 2% active; AID 485344; in the data active = inhibition above about 30%; also: 0% is about no effect
Target sequence (P14416 whole entry, looked up): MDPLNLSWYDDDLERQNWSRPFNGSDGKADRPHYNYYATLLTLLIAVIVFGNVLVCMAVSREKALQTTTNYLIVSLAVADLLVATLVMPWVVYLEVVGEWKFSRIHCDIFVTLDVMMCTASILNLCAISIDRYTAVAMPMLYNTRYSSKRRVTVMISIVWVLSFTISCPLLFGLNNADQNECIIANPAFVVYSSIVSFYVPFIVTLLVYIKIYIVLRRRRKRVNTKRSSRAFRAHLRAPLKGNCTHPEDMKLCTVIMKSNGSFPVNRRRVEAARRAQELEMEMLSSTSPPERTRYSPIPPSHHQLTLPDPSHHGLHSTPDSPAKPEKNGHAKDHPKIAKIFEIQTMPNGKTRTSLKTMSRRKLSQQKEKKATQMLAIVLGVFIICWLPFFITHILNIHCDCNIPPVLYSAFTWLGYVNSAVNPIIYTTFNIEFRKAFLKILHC
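Calcium flux kinetic readout in an inducible HEK293 TREx D2 line plated overnight at 30 C. After 180 s compound exposure, an EC80 dopamine challenge follows with another 180 s kinetic read to detect antagonism.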
LDHA inh: inhibitors of human lactate dehydrogenase A; P00338; purified LDHA, NADH/diaphorase-resazurin fluorescence; active compounds read low; activity change, % (values are at about 110 or 230 µM); 480,000 tested, 0.15% active; in the data active = activity change below about -30%; inconclusive = mostly about -25% to -30%;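 also: plate controls were DMSO wells for no effect and wells without enzyme for full effect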
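LDH5 2 nM; NADH 0.06 mM, pyruvate 0.2 mM; 200 mM Tris pH 7.4, EDTA, Tween-20; 5 min RT. Detection: diaphorase 0.133 mg/mL + resazurin 37 µM, fluorescence ex540/em590 at 0 and 20 min; normalized to enzyme-free and DMSO wells.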
ERG Ets-DNA blk: ERG Ets/DNA interaction inhibition. P11308. fluorescence polarization, His-ERG Ets domain / labelled DNA. Potency, µM (highest dose often 76.9 µM), for the others: at the highest dose FP activity, negative = inhibition, actives largely listed as inhibitors. 370,000 tested, 0.028% active. AID 624246; active = well fitted inhibition curve with a large enough effect in the polarisation, with a control signal flat; inconclusive = small, poorly fitted or top-dose-only effect, or effect the other way, or a change in a side signal; inactive = no such curve, though single readings can be large or run the other way; the % refers to the polarisation;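 also: polarization taken with two DNA probes labelled with fluorescein and Texas red; potency is read from the fitted curve at half-maximal effect; % of control where 0% means no effect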
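His-tagged ERG Ets domain (1 uM in the protein solution; 300mM KCl, 50mM Tris-HCl, 1mM EDTA, 1mM DTT, pH 7.5) received compound, then a probe mix of 5 nM fluorescein-DNA and 100nM Texas-615-DNA. Fluorescence polarization was read for both dyes.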
D2 agonist: activates the human D2 dopamine receptor; HEK293 T-REx D2 cells, calcium flux agonist mode; activation, % at 2 µM; 340,000 tested, 0.53% active; AID 485358;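 active = activation over 3 SD above normal in the single-dose calcium agonist read, cut at about 30% in these data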; also: 0% is about no effect
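HEK293 Trex D2 cells, tetracycline-induced, o/n 30 C 5% CO2; no-wash Ca dye, RT 30–90 min; 10-cycle baseline, 23 nl cpd added, kinetic Ca read 180 s; agonist hits = positive Ca response.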
* = called active by the depositor; i = inactive; ? = inconclusive; . = not tested or not shown; & = joins results of further samples; [ ] = remark or other dose. Unless noted, calls follow the shape of the dose curve; as a rule, active = well fitted curve in the direction sought with a large enough effect; inconclusive = small, poorly fitted or top-dose-only effect, or another doubt; inactive = no such curve, though single readings can be large; an effect the other way counts as inactive or inconclusive. Some of the compounds tested. The share of hits here may be higher or lower than overall.

Preview (four entries):
no.	canonical_smiles	Glioma ERSR ind	12-LOX inh	Vif-APOBEC3G blk	Vif-A3F inh	RGS4 inhibitor	D2 antagonist	LDHA inh	ERG Ets-DNA blk	D2 agonist
1	COc1ccc(S(=O)(=O)N2CCCC2)c(C)c1C	-1%	-6%	-5%	-14%	-12%	9	-14	-7%	0.5
2	O=C(Nc1ccccc1)C(Cc1cccs1)c1nn[nH]n1 (centres undefined)	-4%	?	-2%	-2%	-30%	-8	-1	12%	-0.8
3	CC(C)Cc1nnc(NC(=O)CCc2c[nH]c3ccccc23)s1	1%	-7%&-1%	-7%	?	3%	0	1&-2	-9%	-0.1
4	Cc1ccc(S(=O)(=O)N2CCOCC2)s1	-5%	0%	1%	1%	-5%	10	-5	-5%	1.2

All compounds of this part, repeating the preview:
no.	canonical_smiles	Glioma ERSR ind	12-LOX inh	Vif-APOBEC3G blk	Vif-A3F inh	RGS4 inhibitor	D2 antagonist	LDHA inh	ERG Ets-DNA blk	D2 agonist
1	COc1ccc(S(=O)(=O)N2CCCC2)c(C)c1C	-1%	-6%	-5%	-14%	-12%	9	-14	-7%	0.5
2	O=C(Nc1ccccc1)C(Cc1cccs1)c1nn[nH]n1 (centres undefined)	-4%	?	-2%	-2%	-30%	-8	-1	12%	-0.8
3	CC(C)Cc1nnc(NC(=O)CCc2c[nH]c3ccccc23)s1	1%	-7%&-1%	-7%	?	3%	0	1&-2	-9%	-0.1
4	Cc1ccc(S(=O)(=O)N2CCOCC2)s1	-5%	0%	1%	1%	-5%	10	-5	-5%	1.2
5	O=C(c1ccco1)N(CCCN1CCOCC1)c1nc(-c2ccc(F)cc2)cs1	-3%	?	-10%	-7%	-8%	-57	7	.	-0.3
6	CCCCN(C)C1CCN(C(=S)Nc2cccc(SC)c2)CC1	-2%	3%	1%	-14%	-2%	-15	-2	9%	0.5
7	COc1cccc(C(=O)NC(=S)Nc2ccccc2N2CCCCC2)c1	4%	40µM*	3%	-3%	-35%	-7	0	5%	1.3
8	Cn1ccnc1SCC(=O)Nc1ccc2c(c1)COC2=O	-3%	99%[activator]	0%	1%	-13%	6	-3	5%	-0.1
9	Cc1cc(NC(=O)Nc2ccc(F)c(Cl)c2)no1	0%	1%	-1%	-15%	15%	-14	-8	2%	-0.8
10	O=c1[nH]nc(CSCc2ccccc2Cl)[nH]1	-4%	3%	-5%	-10%	18%	23	-4	.	0.3

The list goes on (2 carried over from the part before).
no.	canonical_smiles	Glioma ERSR ind	12-LOX inh	Vif-APOBEC3G blk	Vif-A3F inh	RGS4 inhibitor	D2 antagonist	LDHA inh	ERG Ets-DNA blk	D2 agonist
9	Cc1cc(NC(=O)Nc2ccc(F)c(Cl)c2)no1	0%	1%	-1%	-15%	15%	-14	-8	2%	-0.8
10	O=c1[nH]nc(CSCc2ccccc2Cl)[nH]1	-4%	3%	-5%	-10%	18%	23	-4	.	0.3
11	CCOc1ccc(Cl)cc1Nc1nc(NCCO)nc(N2CCCC2)n1	-3%	10%	-13%	-1%	18%	.	-5	.	.
12	Cc1cc(S(=O)(=O)Nc2ccc(C(=O)NCCCN3CCCC3=O)cc2)ccc1F	-3%	-26%	-2%	-7%	2%	7	-5	12%	2.6
13	Cn1c(N)c(C(=O)COC(=O)c2ccc(Cl)c(S(=O)(=O)N3CCCCC3)c2)c(=O)n(C)c1=O	-5%	-5%	5%	-6%	7%	-21	-14	0%	0.0
14	CCCC(=O)Nc1sc2c(c1C#N)CCCC2	-1%	-3%	-4%	-3%	-22%	-11	-1	0%	-0.8
15	COCCNC(=S)N1CCN(Cc2cccc(OC)c2)CC1	-2%	-4%	0%	-18%	2%	-4	-8	11%	0.2
16	O=C(c1cncc(Br)c1)N1CCN(S(=O)(=O)c2ccc3ccccc3c2)CC1	-4%	380%[activator]	-3%	5%	5%	.	-8	6%	.
17	N#Cc1ccc(OCCOCCNC2CCCC2)cc1	0%	-14%	0%	2%	24%	4	-21	2%	-2.1
18	O=C(CSc1nnc(COc2ccccc2)o1)N1CCOCC1	-2%	-1%	3%	-15%	-8%	11	1	-1%	-0.3
19	O=C1[C@H]2[C@H](ON3CCCC[C@H]23)C(=O)N1c1ccc(Cl)cc1	5%	-18%	3%	17%	-10%	-27	-6	-4%	-0.6
20	CC(C)(C)NC(=O)CN(Cc1ccco1)C(=O)CCC(=O)Nc1nccs1	-2%	-4%	1%	-4%	23%	-6	-8	8%	0.2
21	C[C@H]1CN([C@@H](C)CO)S(=O)(=O)c2ccc(-c3ccccc3)cc2O[C@H]1CN(C)C(=O)C1CCC1	-5%	0%	-3%	-13%	.	.	-11	.	.
22	CC(=O)c1ccc(N2CCN(C(=O)C(=O)c3c(C)[nH]c4ccccc34)CC2)cc1	-2%	-10%	0%	0%	5%	.	0	4%	.
23	C=CCNc1nc(N2CCCCC2)c(C#N)c2c1CN(Cc1ccccc1)CC2	-3%	-10%	-8%	3%	-14%	72*	3	9%	0.2
24	COc1ccccc1NC(=O)/C=C/c1ccc2c(c1)OCO2	-2%	0%	?	-2%	3%[56.9 µM]	-13	-6	-3%	-0.3
25	CC(=O)Nc1nonc1NC(=O)c1ccc(C(C)(C)C)cc1	10%	-10%	3%	-10%	25%	7	-5	-9%	0.0
26	CCCn1cc(S(=O)(=O)CC(=O)Nc2ccc(OC)cc2OC)c2ccccc21	-4%	7%	-4%	-7%	-14%	4	28	.	-0.6
27	O=c1oc2ccc(F)cc2cc1-c1nc(-c2cccs2)no1	2%	6%&-10%	-3%	-1%	12%	.	-4&-3	8%	.
28	C#CCOCCOCCOCCNc1nc(N2CCN(C(=O)[C@H](Cc3cc4ccccc4[nH]3)n3cc([C@@H](N)CC(C)C)nn3)CC2)nc(N2CCN(C(=O)[C@H](Cc3cc4ccccc4[nH]3)n3cc([C@@H](N)CC(C)C)nn3)CC2)n1	-1%	.	8%	-3%	-34%	5	-7	7%	-0.1
29	Nc1nc(SCC(=O)c2ccc([N+](=O)[O-])cc2)n[nH]1	-1%	?	-1%	2%	-34%	17	-3	4%	0.2
30	O=C1c2ccncc2C(=O)N1CNc1ccc(Cl)cc1	-4%	-2%	1%	-9%	-12%	.	-2	-2%	.
31	Cc1nc2cc(Cl)ccc2c(=O)n1Cc1ccncc1	-2%	0%	-2%	1%	-26%	15	-8	-6%	0.3
32	Cc1ccc(S(=O)(=O)N2CCC(C(=O)NCc3ccccc3CN3CCCC3)CC2)cc1	-4%	-10%	-9%	1%	12%	.	-8	-6%	.
33	Cc1ccccc1CN1C(=O)C(O)(CC(=O)c2ccncc2)c2ccccc21 (centres undefined)	-2%	-3%	-2%	0%	-40%	0	-5	8%	0.0
34	Cn1c(NCCO)nc2c1c(=O)n(Cc1cccc(F)c1)c(=O)n2C	?	-21%	-3%	-5%	-7%	.	-7	-1%	2.5
35	CS(=O)(=O)Nc1ccc(C(=O)Nc2ccccc2C(=O)NCc2ccco2)cc1	2%	i	-3%	2%	-14%	17	-7	-13%	-0.4
36	Cc1ccc(C(=O)Nc2ccc(CN3CCS(=O)(=O)CC3)cc2)cc1C	-1%	?	2%	-1%	-15%	-12	-7	22%	0.3
37	O=C1C2ON(c3ccccc3)C(c3ccccc3F)C2C(=O)N1c1ccccc1 (centres undefined)	1%	-24%	0%	-15%	-12%	.	0	5%	.
38	Cc1ccc(CNC(=O)C(C)OC(=O)c2ccco2)cc1 (centres undefined)	-1%	23%	-1%	-6%	33%	6	-10	-4%	-0.3
39	N#C/C(=C\c1ccco1)c1nc2ccccc2s1	-7%	?	?	?	-27%	5	-4	51%[activator]	2.4
40	CC(=O)c1sc(-c2ccccc2Cl)nc1C	-2%	-5%	2%	-1%	-2%	-11	-18	-10%	0.5
41	Cc1ccc(CNc2ncnc3nc[nH]c23)cc1	-2%	.	1%	.	4%	.	-3	.	.
42	Fc1ccc(-c2noc3ncnc(NCc4ccc(Cl)cc4)c23)cc1	5%	-15%	-3%	-3%	4%	.	-3	1%	-1.0
43	Cc1ccc(/C=C2\SC(N3CCCCC3)=NC2=O)cc1	2%	12%	-4%	6%	?	-8	-5	?	1.3
44	O=C(C[n+]1ccc(Cc2ccccc2)cc1)Nc1ccc([N+](=O)[O-])cc1Cl	-2%	-30%	0%	0%	-6%[56.9 µM]	8	5	9%	0.2
45	COC(=O)Cc1[nH]n(-c2nc3ccccc3s2)c(=O)c1C(C)=Nc1ccc(C)cc1	-11%	?	-1%	14%	22%	-9	8	4%	0.6
46	CN(C)C(CNC(=O)CN1C(=O)NC2(CCCC2)C1=O)c1ccccc1 (centres undefined)	0%	0%	1%	7%	15%	-9	-6	0%	-1.2
47	Cc1ccc(CNC(=O)CSc2nc3c(sc4ccccc43)c(=O)n2CCCN2CCCC2)cc1	3%	-21%	2%	-8%	-26%	-16	-9	2%	0.5
48	CCOc1ccc(CCNC(=O)NCc2noc3ccc(C)cc23)cc1	-6%	-14%	2%	0%	30%	.	-7	0%	-1.9

Screens as filed in PubChem.
